CHT inh: human CHT choline transport inhibition | AID 488975 | B-score at 10 µM | Q9GZV3 | CHT-expressing cells, membrane potential dye, choline response; stronger effect = lower value | 0.86% of 310,000 active;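 active = B-score over 3 SD under the library average, and starting fluorescence ratio not unusually high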;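 note: choline stimulus applied at its EC90 after an EC20 pre-addition; B-score computed on integrated fluorescence ratio after choline addition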
KCNQ2 block: KCNQ2 channel blockers in CHO-K1 cells – cell-based, FluxOR thallium flux, B-score, primary screen (AID 2156) | O88943 | 20 min; stronger effect = lower value | B-score at 10 µM | 1.1% of 310,000 active;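 active = fluorescence ratio B-score at most minus 3 library SDs, with starting brightness B-score within 2 library SDs, cut at about -5.5 in these data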
Target sequence (O88943 whole entry, looked up): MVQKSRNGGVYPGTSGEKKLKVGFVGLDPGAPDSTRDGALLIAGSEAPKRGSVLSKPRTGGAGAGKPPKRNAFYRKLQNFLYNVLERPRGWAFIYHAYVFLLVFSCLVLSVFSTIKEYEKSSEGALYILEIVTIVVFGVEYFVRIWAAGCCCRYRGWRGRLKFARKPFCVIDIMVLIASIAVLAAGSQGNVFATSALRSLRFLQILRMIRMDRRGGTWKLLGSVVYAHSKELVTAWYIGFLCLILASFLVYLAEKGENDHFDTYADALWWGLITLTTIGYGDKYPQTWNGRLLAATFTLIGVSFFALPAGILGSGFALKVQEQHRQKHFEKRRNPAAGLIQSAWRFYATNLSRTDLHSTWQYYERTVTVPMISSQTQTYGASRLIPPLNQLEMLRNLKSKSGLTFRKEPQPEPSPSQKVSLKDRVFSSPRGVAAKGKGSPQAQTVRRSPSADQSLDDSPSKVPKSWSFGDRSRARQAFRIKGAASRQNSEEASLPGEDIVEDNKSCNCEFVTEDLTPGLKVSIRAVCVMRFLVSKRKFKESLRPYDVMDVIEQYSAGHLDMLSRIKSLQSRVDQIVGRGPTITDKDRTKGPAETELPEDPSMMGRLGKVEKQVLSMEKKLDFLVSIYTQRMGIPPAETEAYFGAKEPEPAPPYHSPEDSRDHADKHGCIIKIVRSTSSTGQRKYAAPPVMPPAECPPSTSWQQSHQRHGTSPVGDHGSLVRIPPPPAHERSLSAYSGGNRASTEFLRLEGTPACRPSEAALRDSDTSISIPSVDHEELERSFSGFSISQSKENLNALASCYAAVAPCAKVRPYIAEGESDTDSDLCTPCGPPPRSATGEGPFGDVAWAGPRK
The depositor's hits bear a star; i = inactive; . = no result given.

CHT inh | KCNQ2 block | structure
i | i | CCOC(=O)c1c(NC(=O)c2ccco2)n(C2CCCCC2)c2nc3ccccc3nc12
i | i | O=C(NCCCN1CCCC1=O)Nc1ccccc1Cl
i | i | CCOc1ccccc1NS(=O)(=O)c1ccc2oc(=O)ccc2c1
i | i | O=C(c1ccc2c(c1)N(Cc1ccc(F)cc1)C(=O)CS2)N1CCOCC1
i | i | CCC(C)C(=O)Nc1ccc(S(=O)(=O)N2CCCC2)cc1 (configuration not stated)
i | i | COC(=O)c1c(NC(=O)c2cccnc2Cl)sc(C(=O)N(C)C)c1C
i | i | C/C(=N\NC(=O)c1nn(C)cc1Br)c1ccncc1
i | i | Cc1ccc(/C=N/NC(=O)CSc2ccccn2)o1
i | i | O=S(=O)([N-]c1nc2ccccc2nc1-[n+]1ccc(-c2ccncc2)cc1)c1ccccc1
i | i | CNc1ccc(/C=C(\C#N)C(=O)Nc2ccccn2)cc1[N+](=O)[O-]
i | i | COc1ccc(S(=O)(=O)Nc2nc3ccccc3s2)cc1OC
i | i | CCOC(=O)C1=C(C)NC(SCC(=O)Nc2nc(C)cs2)=C(C#N)C1c1cccs1 (configuration not stated)
i | i | O=C1NC(=O)/C(=C/c2ccccn2)S1
i | i | COc1ccc(C(=O)NCCNc2ccc([N+](=O)[O-])cn2)cc1
i | i | COC(=O)CC1COc2ccccc2N1C(=O)c1ccc(Cl)cc1 (configuration not stated)
i | i | CCCCNC(=S)NNC(=O)CCn1cc(C)cn1
i | i | COC(=O)c1sc(NC(=O)/C=C/c2ccccc2Cl)nc1C
i | i | C/C(=N/NC(=O)c1ccncc1)c1ccccc1
i | i | CCn1c(SCC(=O)Nc2ccc3c(c2)OCCO3)nnc1-c1cccnc1
i | i | Cc1noc(C)c1COc1ccc(C(=O)OCC(=O)N2c3ccccc3NC(=O)C2(C)C)cc1

More entries
CHT inh | KCNQ2 block | structure
i | i | Cc1ccc(CN(Cc2cc3cccc(C)c3[nH]c2=O)C(=S)NCCCN(C)C)cc1
i | i | Cc1cc(NC(=O)CN2CCN(Cc3ccccc3)CC2)nc2c1c(=O)oc1ccccc12
i | i | CCOC(=O)C1(CC2CCCCO2)CCN(S(=O)(=O)c2ccsc2)CC1 (configuration not stated)
i | i | CCCn1c(SCC(=O)Nc2ccccc2N2CCCCC2)nc2c1c(=O)n(C)c(=O)n2C
i | i | O=C(NNC(=O)c1cccs1)c1csc(N2CCOCC2)n1
i | i | COc1ccc(OC)c(NS(=O)(=O)c2ccc3c(c2)CCC(=O)N3)c1
i | i | O=C(NNC(=S)NC(=O)c1ccccc1)c1ccc(O)cc1
i | i | O=C(NC(=S)NCCN1CCOCC1)c1ccccc1
i | i | COc1ccc(Nc2cc(C)nc3nc(C)nn23)cc1Cl
i | i | Nc1ncnc2nc(SCc3ccc(Cl)cc3Cl)[nH]c12
-6.4* | i | Cc1ccc(-c2csc(NC(=O)c3ccc(F)cc3)c2C(=O)O)cc1
i | i | COc1cc(Br)c(CNc2cc(C)ccc2C)cc1OC
i | i | CCn1cc(CNC(=O)c2cccc([N+](=O)[O-])c2)cn1
i | i | CCOC(=O)C1CCN(c2ncnc3nc[nH]c23)CC1
i | i | COc1ccc(CCNC(=O)C2CCCN(c3nc4ccccc4s3)C2)cc1OC (configuration not stated)
i | i | CC(=O)c1c(N2CCOCC2)[nH]c(-c2ccccc2)nc1=S
i | i | CCNc1nc(NCC)nc(C(=O)OCCO)n1
i | i | O=C(Nc1cccc(S(=O)(=O)N2CCCCC2)c1)c1ccc2c(c1)OCO2
i | i | Cc1cc2nc(SCCN3CCCC3)[nH]c2cc1C
i | i | CC1(C)C(=O)Nc2ccccc2N1C(=O)CSc1nnc2c(Cl)cc(Cl)cn12

One compound at a time, from the list above:
Results for COc1ccc(Nc2cc(C)nc3nc(C)nn23)cc1Cl → CHT inh = i; KCNQ2 block = i
Results for CCNc1nc(NCC)nc(C(=O)OCCO)n1 → CHT inh = i; KCNQ2 block = i

The listing picks up, repeating the two entries before the break.
CHT inh | KCNQ2 block | structure
i | i | Cc1cc2nc(SCCN3CCCC3)[nH]c2cc1C
i | i | CC1(C)C(=O)Nc2ccccc2N1C(=O)CSc1nnc2c(Cl)cc(Cl)cn12
i | i | CN1CCN(c2ccc(C(CC(N)=O)NC(=O)c3ccccc3)cc2[N+](=O)[O-])CC1 (configuration not stated)
i | i | Cc1ccc(NC(=O)CCCCCN2C(=O)[C@@H]3Cc4ccccc4CN3C2=O)cc1
i | i | C/C(=N\O)C(C)(C)Nc1cccc(Br)c1
i | i | COc1cc(CCC(=O)Nc2nnc(-c3cccnc3)s2)cc(OC)c1OC
i | i | O=C(Nc1ccc(Cl)c(C(=O)N2CCOCC2)c1)c1ccccc1
i | i | COc1cc(/C=C/c2cc[n+](C)cc2)ccc1OCC(=O)Nc1ccc(Cl)c(Cl)c1
i | i | CCN1C(=O)[C@@H]2[C@@H](c3ccc(-c4ccc(F)cc4)cc3)N3CCC[C@@]3(C(=O)OC)[C@@H]2C1=O
i | i | Cc1ccc(C(c2nnnn2C2CCCCC2)N2CCN3CCCC3C2)cc1 (configuration not stated)
i | i | CCOC(=O)c1c(C)nc2c(c1-c1ccc(Cl)cc1)C(=O)CC(C)(C)C2
i | i | O=C(CCC(=O)N1CCN(c2ccccc2)CC1)Nc1nnc(C2CCCCC2)s1
i | i | Cc1ccc2c(c1)cc(C(=O)N1CCN(c3ccccn3)CC1)n2C
i | i | COc1cccc(OCc2cc(C(=O)N(C)Cc3nc(C)cs3)no2)c1
i | i | NC(=S)c1cc2cc(Cl)ccc2oc1=O
i | i | COc1cc(-c2nc3ccccn3c2/N=C/c2cccc(OC)c2O)ccc1O
i | i | CCN1C(=O)/C(=C\N(C)C)NC1=S
i | i | CCc1c(O)nc(SCC(=O)Nc2nc3ccccc3s2)n(-c2ccc(C)cc2)c1=O
i | i | CCOC(=O)C1=C(C)NC(C)=C(C(=O)OCC)C1c1ccc(OC)cc1
i | i | CCOC(=O)CN1C(=O)COc2ccc(C(C)(C)C)cc21
i | i | O=[N+]([O-])c1ccccc1/C=N/OCc1ccccc1
i | i | c1ccc2c(NCC3CCCO3)nc(N3CCCCC3)nc2c1 (configuration not stated)

The list goes on.
CHT inh | KCNQ2 block | structure
i | i | N#CC1=C(N)SC(N)=C(C#N)C1c1ccnc2ccccc12
i | i | O=C(c1ccc(NS(=O)(=O)c2ccc(F)cc2)cc1)N1CCN(c2ccccc2O)CC1
i | i | O=C(CSc1nnc(NC(=O)C2CCC2)s1)Nc1ccc(N2CCOCC2)cc1
i | i | O=[N+]([O-])c1cc(-c2csc(NCCc3nc4cc(Cl)c(Cl)cc4n3CCCO)n2)ccc1Cl
i | i | CCCCCCCCn1ccc(=N)cc1
i | i | Cc1ccc(S(=O)(=O)N2CCCOC2CNC(=O)C(=O)NCCc2c[nH]c3ccccc23)cc1 (configuration not stated)
i | i | C=CCn1c(-c2ccc(OC)cc2)nc2nc3ccccc3nc21
i | i | Nc1nnc(SCc2nnc(-c3ccccc3)o2)s1
i | i | O=C(OCn1ncc(Cl)c(Cl)c1=O)c1ccccc1Cl
i | i | CN1CCN(NC(=O)CN2C(=O)S/C(=C\c3c(Cl)cccc3Cl)C2=O)CC1
i | i | Cc1c(C)n(Cc2ccc(F)cc2)c2ccc(C(=O)N3CCN(c4ccccn4)CC3)cc12
i | i | CN(CC(=O)Nc1cccc2c1CCCC2)S(=O)(=O)c1ccccc1
i | i | NCC(=O)c1cccc2ccc[n+]([O-])c12
i | i | CCOc1ccc(/C(O)=C/C(=O)C(=O)Nc2ccc(S(=O)(=O)NC(C)=O)cc2)cc1
i | i | CCn1c(SCC(=O)Nc2cccc(C)n2)nc2c1c(=O)n(C)c(=O)n2C
i | i | Cc1ccc2sc(NNC(=O)c3cc(-c4cccs4)nc4ccccc34)nc2c1C
i | i | COc1ccc(OC)c(S(=O)(=O)N2CCCCCC2)c1
i | i | CN(CCc1ccccn1)C1CC(=O)N(c2ccc(Cl)cc2)C1=O (configuration not stated)
i | i | CCOc1ccc(OCC)c(NC(=O)CSc2nc3c(c(=O)n(C)c(=O)n3C)n2C(C)C)c1
i | i | Cc1cc(C)nc(NS(=O)(=O)c2ccc(NC(=O)Nc3ccccc3F)cc2)n1

Ordered by length of the SMILES (ascending): 3 of the compounds above
CHT inh | KCNQ2 block | structure
i | i | O=C(OCn1ncc(Cl)c(Cl)c1=O)c1ccccc1Cl
i | i | C=CCn1c(-c2ccc(OC)cc2)nc2nc3ccccc3nc21
i | i | CN1CCN(NC(=O)CN2C(=O)S/C(=C\c3c(Cl)cccc3Cl)C2=O)CC1

(cont.)
CHT inh | KCNQ2 block | structure
i | i | COc1ccc2oc(C(=O)OCC(=O)N3CCN(S(=O)(=O)c4ccc(C)cc4)CC3)c(C)c2c1
i | i | O=c1c2ccccc2nc(N/N=C/c2c(O)ccc3ccccc23)n1O
i | . | CCCNC(=O)c1ccc(N2CCC3(CC2)CC(c2cccc(Br)c2)=NO3)c(N)c1
i | i | Cc1nn(CC(=O)Nc2ccncc2)c(C)c1[N+](=O)[O-]
i | i | CCOC(=O)N1CCC(N2C(=O)c3ccccc3C2=O)CC1
i | i | c1ccc(-c2nc(-n3ccnc3)nc(-n3ccnc3)n2)cc1
i | i | COc1ccc(NS(=O)(=O)c2cc(C)ccc2C)cc1
i | i | Cc1ccc(Cl)cc1NC(=O)c1cc(S(=O)(=O)N2CCOCC2)cn1C
i | i | COc1ccc(C(=O)NCCSc2ccccc2C)cc1
i | i | Cc1cc(-c2ccccc2)nc(N(C)NC(=O)C(C)(C)C)c1S(C)(=O)=O
i | i | CC(Oc1cccc(Cl)c1)C(=O)Nc1ccccc1N1CCCC1 (configuration not stated)
i | i | CCCC(=O)NCCCCNC(=O)CCC
i | i | CC1(C)CC1C(=O)Nc1ccc([N+](=O)[O-])cc1Br (configuration not stated)
i | i | COc1cc2c(cc1OC)CN(C(=O)CN1CCN(S(=O)(=O)c3ccc(C)c(C)c3)CC1)CC2
i | i | CCNC(=S)NNC(=O)c1cc(-c2cccnc2)nc2ccccc12
i | i | CC(=O)Nc1ccc(-c2cn3c(n2)SCC3)cc1
i | i | Cc1nc(SCc2cccnc2)[nH]c(=O)c1C
i | i | COc1cc(OC)cc(C(=O)Nc2ccc(-c3nc4ccccc4o3)c(O)c2)c1
i | i | Cc1nc(SCC(=O)c2cccs2)c2oc3ccccc3c2n1
i | i | O=C(O)c1cc(-c2ccc(/C=N/N3C(=O)C4C5C=CC(CC5)C4C3=O)o2)ccc1Cl (configuration not stated)

Molecules from the list above that have a tert-butyl group:
CHT inh | KCNQ2 block | structure
i | i | CCOC(=O)CN1C(=O)COc2ccc(C(C)(C)C)cc21
i | i | Cc1cc(-c2ccccc2)nc(N(C)NC(=O)C(C)(C)C)c1S(C)(=O)=O

(next part)
CHT inh | KCNQ2 block | structure
i | i | CC(CP(=O)(O)O)NC(=O)Cc1ccccc1 (configuration not stated)
i | i | CC(O)CNc1nc2ccccc2n1CC(=O)NCC(F)(F)F (configuration not stated)
i | i | CCNC(=S)N(CCCN(C)C)Cc1cc2cc3c(cc2[nH]c1=O)OCCO3
i | i | O=C(O)c1ccccc1C(=O)Nc1nc(-c2ccccc2)cs1
i | i | Cc1cc(F)c(F)c(C(=O)N2CCN(C)CC2)c1Cl
i | i | O=C(NC(NC(=S)Nc1ccc(Cl)cc1)C(Cl)(Cl)Cl)c1ccco1 (configuration not stated)
i | i | Cc1oc(-c2cc(F)cc(F)c2)nc1CN1CCSCC1
i | i | CC(C)CC(COCc1ccc(Cl)cc1)N1CCN(C(=O)c2ccc(Cl)cc2Cl)CCC1=O (configuration not stated)
i | i | Brc1ccc(-c2csc(/N=C/N3CCCC3)n2)cc1
i | i | N/C(Cc1ccc([N+](=O)[O-])cc1)=N\OC(=O)CC1CCCCC1
i | i | COc1ccc(S(=O)(=O)N2CCCC2C(=O)NCc2ccccc2Cl)cc1 (configuration not stated)
i | i | NC(=O)C1CCN(C(=O)COc2ccc(S(=O)(=O)NC3CCCC3)cc2)CC1
i | i | COc1ccc(NC(=O)CSc2nc3c(c(=O)n(C)c(=O)n3C)n2C)c(OC)c1
i | i | CC1=C(C(=O)Nc2cccc([N+](=O)[O-])c2)C2(CCC(C)CC2)OC1=O (configuration not stated)
i | i | Cc1cccc(N=Nc2c(C)nn(-c3ccccc3)c2N)c1C
i | i | CCOc1ccccc1C(=O)NCC(=O)NC(C)c1ccc(-n2ccnc2)cc1 (configuration not stated)
i | i | CN(C)S(=O)(=O)c1ccc(C(=O)Nc2ccc(F)cc2F)cc1
i | i | Cn1c(=O)c([N+](=O)[O-])c(NCCCn2ccnc2)c2ccccc21
i | i | O=C(c1ccc(F)cc1F)N1CCCN(c2nc(-c3ccccc3)ns2)CC1
i | i | COc1nc(NCCc2ccc(OC)c(OC)c2)nc(OC)n1

Further records follow:
CHT inh | KCNQ2 block | structure
i | i | CC1(C)C(=O)Nc2ccccc2N1C(=O)CSc1nc(-c2ccccc2)cs1
i | i | Cc1cc(NC(=O)c2cc(-c3ccc(O)cc3)on2)no1
i | i | O=c1c2ccccc2c2ccccc2c(=O)n1Cc1ccco1
i | i | CC1(C)CC(=O)C2=C(C1)Nc1ccccc1NC2
i | i | O=C(CNC(=O)c1ccc(N2C(=O)c3ccccc3C2=O)cc1)OCC(=O)c1ccc(Cl)cc1
i | i | CCOc1ccccc1N=Nc1c(C)[nH]n(C(N)=S)c1=O
i | i | CCN(CC(=O)NC(c1ccccc1)c1ccccc1)Cc1nc2ccccc2c(=O)[nH]1
i | i | Cc1ccc2c(c1)NCC(C(=O)NC1CCCCC1)O2 (configuration not stated)
i | i | C/C(=N\NC(=O)CN(c1ccccc1)S(=O)(=O)c1ccccc1[N+](=O)[O-])C(C)(C)C
i | i | CCc1c(C)nc2ncnn2c1N1CCC(C(=O)NCc2cccs2)CC1
i | i | N#Cc1cccc(S(=O)(=O)N2CCN(c3ccnc4cc(Cl)ccc34)CC2)c1
i | i | O=C(CCCN1C(=O)/C(=C/c2ccccc2Cl)SC1=S)NNC(=O)c1ccc(Cl)cc1Cl

Bioassay records from PubChem.

Rows were taken by chance; about 1.9% have a hit in one of these screens.
